GASC1 inh: blocks human GASC-1 (KDM4C) demethylase activity; GST-KDM4C 2-372, H3K9me3 peptide, LANCE TR-FRET; inhibition, % at 12.5 µM; 0.15% of 96,000 active; AID 720574;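 active = mean replicate inhibition above about 25%, with at least 55% of replicates also reaching it, limit read from the data, passing the limit was not always enough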
Target sequence (Q9H3R0 2-372 limits assumed): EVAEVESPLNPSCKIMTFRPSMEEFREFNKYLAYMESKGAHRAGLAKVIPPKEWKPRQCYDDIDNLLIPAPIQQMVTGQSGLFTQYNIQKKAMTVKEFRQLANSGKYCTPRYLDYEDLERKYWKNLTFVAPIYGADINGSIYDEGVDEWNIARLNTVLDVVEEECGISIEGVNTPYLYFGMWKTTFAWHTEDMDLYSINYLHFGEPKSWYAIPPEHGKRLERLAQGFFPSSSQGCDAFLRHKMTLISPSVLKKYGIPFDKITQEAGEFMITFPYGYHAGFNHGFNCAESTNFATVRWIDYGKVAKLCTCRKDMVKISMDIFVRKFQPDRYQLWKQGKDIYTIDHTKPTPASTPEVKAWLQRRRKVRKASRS
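Material: GST-tagged GASC-1 (JMJD2C) catalytic fragment, aa 2-372 / Quantity: enzyme final amount 10 nM / Medium: HEPES buffer, pH 7.5, plus ascorbate / Doses: one test concentration per compound / Incubation: 30 min reaction, 60 min detection, RT / Measured by: LANCE TR-FRET / Read-out: inhibition from TR-FRET ratio decrease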
T cruzi growth: T. cruzi proliferation inhibition; AID 624255; T. cruzi beta-gal in NIH3T3, GalScreen luminescence, 90 h; inhibition, % at 8.34 µM; 5.9% of 77,000 active;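 active = mean inhibition above about 93%, with at least 55% of replicates each passing it, limit read from the data, passing the limit was not always enough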
Pf Dd2 inh: inhibitors of Plasmodium falciparum Dd2 growth | 2.3% of 94,000 active | activity change, % at 10 µM | P. falciparum Dd2 growth, SYBR Green, 72 h; hits give low values | AID 1159554; in the data active = activity change below about -80%
C diff HTS: inhibitors of Clostridium difficile growth | Clostridium difficile clinical isolate growth, OD600, 24 h; hits give low values | growth activity, negative = inhibition, % at 16 µg/mL (by protocol) | 0.25% of 86,000 active | AID 1259249;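 active = mean growth activity at or below -80% and every replicate also at or below -80%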;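 also: 0% = DMSO wells and -100% = levofloxacin 16 µg/mL wells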
Starred values were filed as active, the others as inactive; nt = no result given. Compounds were not picked by outcome; any-hit rate near 6.7%.

SMILES,Pf Dd2 inh,T cruzi growth,GASC1 inh,C diff HTS
C[C@@H]1CN([C@@H](C)CO)C(=O)c2cc(NC(=O)c3ccncc3)ccc2O[C@H]1CN(C)S(=O)(=O)c1ccc(Cl)cc1,-4,31,-0.2,-3
CO[C@@H]1CN(C)C(=O)c2ccc(NC(=O)C3CCOCC3)cc2OC[C@@H](C)N(C(=O)C2CCOCC2)C[C@H]1C,2,-72,3.7,2
C[C@@H]1CN([C@H](C)CO)C(=O)Cc2cc(NC(=O)Nc3cccc4ccccc34)ccc2O[C@H]1CN(C)CC1CC1,1,-3,-0.3,-7
COCC#Cc1ccc2c(c1)O[C@@H](CN(C)CC1CC1)[C@@H](C)CN([C@H](C)CO)S2(=O)=O,-26,nt,0.4,-3
O=C(O)C[C@@H]1C[C@H]2c3cc(NC(=O)Cc4ccncc4)ccc3O[C@H]2[C@H](CO)O1,9,-7,1.2,-5
CN1c2ccc(-c3ccccc3)cc2[C@H]2[C@H](CCN2C(=O)c2cccc(F)c2)[C@@H]1CO,1,94,2.2,-8
CC(=O)N(C)C[C@@H]1Oc2ncc(C#CC3(O)CCCC3)cc2C(=O)N([C@H](C)CO)C[C@@H]1C,-70,-8,0.1,-1
C[C@H]1CN([C@@H](C)CO)C(=O)c2cc(NC(=O)NC3CCCCC3)ccc2O[C@@H]1CN(C)C(=O)Nc1ccc(F)cc1,1,-5,-0.9,1
C[C@H]1CCCCO[C@H](CN(C)C(=O)c2ccccc2)[C@@H](C)CN([C@@H](C)CO)C(=O)c2cc(N(C)C)ccc2O1,nt,-38,12,-2
C[C@@H]1CN([C@@H](C)CO)S(=O)(=O)c2ccc(C#C[C@@H](C)O)cc2O[C@@H]1CN(C)C(=O)Nc1ccccc1,-8,71,nt,4
C[C@@H](O)C#Cc1ccc([C@@H]2[C@@H](CO)N3CCCCN(C(=O)c4cccc(F)c4)C[C@@H]23)cc1,28,73,1.4,3
C[C@@H]1CN([C@H](C)CO)C(=O)c2cc(C#CCN(C)C)cnc2O[C@H]1CN(C)C(=O)NC1CCCCC1,29,62,1.1,nt
COc1ccccc1-c1cnc2c(c1)C(=O)N([C@H](C)CO)C[C@H](C)[C@H](CN(C)Cc1ccc(C(=O)O)cc1)O2,-13,58,-0.8,3
N#C[C@H]1[C@@H](c2ccccc2)[C@H](CO)N1C(=O)Nc1cccc(F)c1,6,26,0.2,16
C[C@@H]1CN([C@@H](C)CO)C(=O)c2cccc(NC(=O)c3ccncc3)c2O[C@@H]1CN(C)Cc1ccc(Cl)c(Cl)c1,-18,97*,-2.3,3
Cc1ccc(S(=O)(=O)N(C)C[C@@H]2Oc3c(NC(=O)Nc4ccc(F)cc4)cccc3C(=O)N([C@@H](C)CO)C[C@@H]2C)cc1,-13,-119,-2.9,9
Cc1noc(C)c1NC(=O)Nc1cccc2c1O[C@H](CN(C)C(=O)Nc1ccc3c(c1)OCO3)[C@H](C)CN([C@H](C)CO)C2=O,26,-5,0.1,-1
O=C(C[C@H]1CC[C@@H]2[C@H](COC[C@@H](O)CN2C(=O)Nc2cccc(F)c2)O1)NCc1ccccc1F,2,-37,-1.5,nt
COCC#Cc1cnc2c(c1)C(=O)N([C@H](C)CO)C[C@H](C)[C@H](CN(C)C(=O)C1CCOCC1)O2,23,nt,-1.8,0
C[C@H](CO)N1C[C@H](C)[C@@H](CN(C)C(=O)Nc2ccc(C(F)(F)F)cc2)Oc2c(NC(=O)Nc3ccc(F)cc3)cccc2C1=O,6,62,-0.5,22
COc1ccccc1CN1C[C@H](C)[C@H](OC)CN(C)C(=O)c2ccc(NC(C)=O)cc2OC[C@H]1C,-20,-44,-1.7,nt
CN(C)CC#Cc1ccc([C@@H]2[C@@H](CO)N3CCCCN(C(=O)CN(C)C)C[C@H]23)cc1,-57,88,8.4,10
COCC(=O)Nc1ccc2c(c1)OC[C@H](C)N(C(=O)CC1CC1)C[C@H](C)[C@H](OC)CN(C)C2=O,22,-3,-1.6,-4
CCCNC(=O)C[C@@H]1CC[C@@H]2[C@@H](COc3ccc(NC(=O)c4cccc(Cl)c4)cc3C(=O)N2C)O1,-4,27,4.9,0
C[C@@H]1CN([C@H](C)CO)C(=O)c2cc(NC(=O)Nc3cccc4ccccc34)ccc2O[C@@H]1CN(C)Cc1ccc(C(=O)Nc2ccccc2N)cc1,-69,31,-2.3,nt

SMILES,Pf Dd2 inh,T cruzi growth,GASC1 inh,C diff HTS
CC(=O)N1[C@H](C(=O)NCc2ccccc2)[C@@H](CO)[C@@H]2Cn3c(cccc3=O)[C@@H]21,48,nt,0.2,-1
COc1ccc2c3c([nH]c2c1)[C@H](CO)N(C(=O)C1CCC1)CC31CCN(S(C)(=O)=O)CC1,33,nt,-0.4,9
C[C@H](CO)N1C[C@H](C)[C@@H](CN(C)C)Oc2ncc(-c3cccc(F)c3)cc2C1=O,25,15,9.5,-3
C[C@H](CO)N1C[C@H](C)[C@@H](CN(C)C(=O)C2CCCCC2)Oc2cc(C#CC(C)(C)O)ccc2S1(=O)=O,1,33,0.3,-3
C[C@@H]1CN([C@@H](C)CO)C(=O)Cc2cc(NC(=O)Nc3ccc(C(F)(F)F)cc3)ccc2O[C@@H]1CN(C)Cc1ccc2c(c1)OCO2,5,33,-1.7,19
C[C@@H]1CN([C@H](C)CO)C(=O)c2cccc(NC(=O)c3nc4ccccc4s3)c2O[C@H]1CN(C)C(=O)Nc1ccc(C(F)(F)F)cc1,-86*,93*,-1.3,-5
Cc1noc(C)c1S(=O)(=O)N(C)C[C@@H]1OCCCC[C@H](C)Oc2ccc(NS(=O)(=O)c3ccc(F)cc3)cc2C(=O)N([C@H](C)CO)C[C@@H]1C,-38,108*,-0.3,-10
CCCC#Cc1cnc2c(c1)C(=O)N([C@H](C)CO)C[C@@H](C)[C@H](CN(C)C(=O)CN1CCOCC1)O2,21,22,6.6,-6
COCC#Cc1ccc([C@@H]2[C@@H](CO)N3CCCCN(Cc4cccnc4)C[C@H]23)cc1,5,-9,-0.2,-1
Cc1ccc(S(=O)(=O)Nc2ccc3c(c2)C(=O)N([C@H](C)CO)C[C@H](C)[C@@H](CN(C)C)OCCCC[C@H](C)O3)cc1,-50,64,1.6,-2
O=C(C1CCCCC1)N1CC2(C1)[C@H](c1ccccc1)[C@@H](CO)N2C(=O)c1cccnc1,-28,nt,-0.6,-6
Cc1ccccc1-c1cnc2c(c1)C(=O)N([C@@H](C)CO)C[C@H](C)[C@H](CN(C)C(=O)CN(C)C)O2,22,22,2.5,-5
CN1[C@H](C(=O)N2CCCCC2)[C@@H](CO)[C@@H]2Cn3c(ccc(/C=C/c4ccccc4)c3=O)[C@@H]21,0,17,2.5,8
C[C@H]1CN([C@@H](C)CO)S(=O)(=O)c2ccc(/C=C/c3ccccc3)cc2O[C@H]1CN(C)CC1CC1,-84*,103*,-4.0,19
CCC(=O)N1CC(=O)N2[C@H](C1)[C@H](c1ccc(C#Cc3cccc(OC)c3)cc1)[C@@H]2CO,11,nt,2.1,-3
COc1ccc(CNC(=O)C[C@H]2C[C@@H]3c4cc(NC(=O)CN(C)C)ccc4O[C@@H]3[C@@H](CO)O2)cc1,10,81,0.3,-1
CN1C(=O)c2cc(NC(=O)C3CCCCC3)ccc2OC[C@@H]2O[C@@H](CC(=O)NC3CCCC3)CC[C@H]21,-1,0,-1.1,-2
C[C@@H]1CN([C@@H](C)CO)C(=O)c2cccc(NC(=O)NC3CCCCC3)c2O[C@@H]1CN(C)S(=O)(=O)c1ccc(Cl)cc1,-16,nt,-1.5,-16
O=C(Nc1cccc(F)c1)N1C[C@H]2[C@@H](c3ccccc31)[C@@H](CO)N2C(=O)c1ccccc1F,-1,-7,-1.3,6
C[C@@H]1CCCCO[C@@H](CN(C)C(=O)c2ccncc2)[C@H](C)CN([C@H](C)CO)C(=O)c2cc(NS(C)(=O)=O)ccc2O1,42,16,1.0,5
C[C@@H]1CCCCO[C@@H](CN(C)Cc2ccc(C(F)(F)F)cc2)[C@@H](C)CN([C@H](C)CO)C(=O)c2cc(NC(=O)Nc3ccc(C(F)(F)F)cc3)ccc2O1,62,99*,0.1,4
CC(C)NC(=O)N(C)C[C@@H]1Oc2ncc(-c3ccc(C(=O)N(C)C)cc3)cc2C(=O)N([C@@H](C)CO)C[C@@H]1C,18,39,1.5,-9
C[C@@H]1CN([C@@H](C)CO)C(=O)c2cc(NC(=O)Cc3ccccc3)ccc2O[C@H]1CN(C)S(=O)(=O)c1cn(C)cn1,21,88,1.0,nt
CC=Cc1ccc2n(c1=O)C[C@H]1[C@H](CO)[C@@H](C(=O)N3CCCCC3)N(CC3CC3)[C@@H]21 (mixture of isomers),-1,-12,1.8,2
C[C@@H]1CN([C@H](C)CO)C(=O)Cc2cc(NS(=O)(=O)c3ccccc3)ccc2O[C@@H]1CN(C)CC1CC1,-33,77,0.7,-15

Profiles as entered above:
`O=C(C1CCCCC1)N1CC2(C1)[C@H](c1ccccc1)[C@@H](CO)N2C(=O)c1cccnc1` in the list: Pf Dd2 inh: -28; T cruzi growth: nt; GASC1 inh: -0.6; C diff HTS: -6
`C[C@H]1CN([C@@H](C)CO)S(=O)(=O)c2ccc(/C=C/c3ccccc3)cc2O[C@H]1CN(C)CC1CC1` in the list: Pf Dd2 inh: -84*; T cruzi growth: 103*; GASC1 inh: -4.0; C diff HTS: 19
`COCC#Cc1ccc([C@@H]2[C@@H](CO)N3CCCCN(Cc4cccnc4)C[C@H]23)cc1` in the list: Pf Dd2 inh: 5; T cruzi growth: -9; GASC1 inh: -0.2; C diff HTS: -1

(further entries)
SMILES,Pf Dd2 inh,T cruzi growth,GASC1 inh,C diff HTS
C[C@@H]1CN([C@@H](C)CO)C(=O)CCCn2cc(nn2)CO[C@@H]1CN(C)Cc1ccc(O)cc1,10,17,-0.6,nt
C/C=C/c1ccc2c(c1)O[C@@H](CN(C)CC1CCOCC1)[C@H](C)CN([C@H](C)CO)S2(=O)=O,7,nt,1.4,4
C[C@H](CO)N1C[C@H](C)[C@H](CN(C)C(=O)NC2CCCCC2)Oc2c(NC(=O)c3cnccn3)cccc2C1=O,-6,22,-2.4,2
COc1ccccc1-c1cnc2c(c1)C(=O)N([C@@H](C)CO)C[C@@H](C)[C@@H](CN(C)C(=O)CC1CC1)O2,25,-38,-0.3,8
C[C@@H]1CCCCO[C@@H](CN(C)S(=O)(=O)c2ccccc2)[C@H](C)CN([C@@H](C)CO)C(=O)c2cc(NC(=O)Nc3cccc4ccccc34)ccc2O1,2,80,-0.4,-3
C[C@@H]1CN([C@H](C)CO)C(=O)c2cccc(NS(C)(=O)=O)c2O[C@H]1CN(C)S(=O)(=O)c1cccs1,-5,0,0.1,nt
COCC#Cc1cnc2c(c1)C(=O)N([C@H](C)CO)C[C@H](C)[C@@H](CN(C)C(=O)c1cccnc1)O2,30,1,-0.1,-1
CCS(=O)(=O)NCC[C@@H]1CC[C@@H](NC(=O)C2CCC2)[C@@H](CO)O1,4,nt,-0.7,0
C[C@@H]1CN([C@@H](C)CO)C(=O)c2cc(NC(=O)c3ccncc3)ccc2O[C@@H](C)CCCCO[C@@H]1CN(C)Cc1ccncc1,13,12,1.4,-4
Cc1ccc(S(=O)(=O)N[C@H]2CC[C@H](CCn3cc(-c4cccc(F)c4)nn3)O[C@H]2CO)cc1,19,-39,0.3,3
CNC[C@H]1Oc2ccc(NC(=O)NC(C)C)cc2C(=O)N([C@@H](C)CO)C[C@H]1C,12,-10,0.5,1
N#C[C@@H]1[C@H](c2ccccc2)[C@H](CO)N1C(=O)CN1CCOCC1,25,46,-0.9,-13
C[C@H](CO)N1C[C@H](C)[C@@H](CN(C)C(=O)Nc2ccc(C(F)(F)F)cc2)OCCCC[C@H](C)Oc2ccc(NC(=O)NC3CCCCC3)cc2C1=O,-79,113*,1.5,1
CO[C@H]1CN(C)C(=O)c2ccc(NS(=O)(=O)c3cccc(F)c3)cc2OC[C@@H](C)NC[C@@H]1C,34,10,-1.4,nt
C[C@H]1CN([C@@H](C)CO)C(=O)Cc2cc(N(C)C)ccc2O[C@H]1CN(C)C(=O)NC1CCCCC1,9,-15,1.0,-4
O=C(C[C@H]1CC[C@@H](NC(=O)c2ccccc2)[C@H](CO)O1)NCc1ccc(Oc2ccccc2)cc1,2,-70,-0.3,0
C[C@@H]1CN([C@H](C)CO)C(=O)c2cc(NC(=O)Nc3ccc4c(c3)OCO4)ccc2O[C@@H](C)CCCCO[C@H]1CN(C)Cc1ccc2c(c1)OCO2,-67,nt,0.3,nt
